CD40 NFkB inh: inhibitors of CD40-induced NF-kB signaling, primary screen, BL2 cells, luciferase reporter, single point. inhibition, % at 10 µM. 0.94% of 83,000 active. CD40L-induced, 4 h;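 active = mean inhibition of at least 50% with a set share of replicates also reaching that level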;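 note: 0% = neutral control wells and 100% = IKK inhibitor VII at 50 µM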
Numbers without * were called inactive; & = joins results of further samples; [ ] = dose if it differs, or a comment. A portion of the library, so the mix of outcomes need not match the whole.

Molecule | CD40 NFkB inh
CCOC(=O)c1c(NC(=O)c2c(C)noc2C)sc2c1CCCCC2 | 4
O=C(NCc1ccc2c(c1)OCO2)C1CC(=O)N(C2CCCCCCC2)C1 (configuration not stated) | 5
COc1cc(OC)c(C(=O)OC(C)C(=O)NCc2ccc3c(c2)OCO3)cc1OC (configuration not stated) | 2
C[C@H](CO)N1C[C@H](C)[C@@H](CN(C)S(=O)(=O)c2ccccc2)Oc2c(NC(=O)c3ccncc3)cccc2C1=O | -3[25 µM]
Cc1ccc(-c2ccc(C3[C@H]4CNC[C@@H]3N4C(=O)NC(C)C)cc2)cc1 (some centres not stated) | -4&-11[25 µM]
O=C(c1ccc(COc2ccccc2Br)o1)N1CCN(c2ccccn2)CC1 | 21
Cc1noc(C)c1NC(=O)N1C[C@H](O)COC[C@H]2O[C@H](CC(=O)N3CCc4ccccc4C3)CC[C@@H]21 | -12[25 µM]
O=C(NCc1ccco1)C1CCN(c2nc3ccccc3n2Cc2ccc(F)cc2)CC1 | 2
COc1ccc(/C=C/C(=O)NC(=S)NNC(=O)c2cccs2)cc1 | -11
O=C(COC(=O)CCc1nc2ccccc2s1)NCc1ccco1 | 5
O=S(=O)(c1cccs1)N1CCCCN2[C@@H](CO)[C@H](c3ccc(C4=CCCC4)cc3)[C@@H]2C1 | -4[25 µM]
O=C(c1ccccc1)N1CC[C@@H]2[C@@H](CO)Nc3ccc(-c4ccccc4F)cc3[C@@H]21 | -2
O=C(COC(=O)C1CCC1)Nc1cc(S(=O)(=O)N2CCOCC2)ccc1Cl | 5
CC(=O)Nc1ccc(NC(=O)C2CCN(S(=O)(=O)c3ccc4c(c3)OCCO4)CC2)cc1 | 4
O=C(O)c1cncc(Br)c1 | 2

Reprinted from the part before: seven compounds; new compounds follow.
Molecule | CD40 NFkB inh
COc1ccc(/C=C/C(=O)NC(=S)NNC(=O)c2cccs2)cc1 | -11
O=C(COC(=O)CCc1nc2ccccc2s1)NCc1ccco1 | 5
O=S(=O)(c1cccs1)N1CCCCN2[C@@H](CO)[C@H](c3ccc(C4=CCCC4)cc3)[C@@H]2C1 | -4[25 µM]
O=C(c1ccccc1)N1CC[C@@H]2[C@@H](CO)Nc3ccc(-c4ccccc4F)cc3[C@@H]21 | -2
O=C(COC(=O)C1CCC1)Nc1cc(S(=O)(=O)N2CCOCC2)ccc1Cl | 5
CC(=O)Nc1ccc(NC(=O)C2CCN(S(=O)(=O)c3ccc4c(c3)OCCO4)CC2)cc1 | 4
O=C(O)c1cncc(Br)c1 | 2
Cc1ccc(S(=O)(=O)N2CCCC2C(=O)OCc2ccccc2)cc1 (configuration not stated) | -1
CN(C(=O)c1ccc2c(c1)CCN2S(C)(=O)=O)c1ccccc1 | 9
O=C(O)c1ccccc1N(Cc1ccccc1)C(=O)COc1ccccc1 | 3
Cc1ccc(S(=O)(=O)NCCSCc2ccccc2)cc1 | 8
COc1cccc(-c2ccc3c(c2)[C@H]2[C@H](CCN2C(=O)C2CCC2)[C@H](CO)N3)c1 | -24
Cc1noc(C)c1NC(=O)Nc1ccc2c(c1)C(=O)N([C@@H](C)CO)C[C@@H](C)[C@H](CN(C)Cc1ccc3c(c1)OCO3)OCCCC[C@H](C)O2 | -5[25 µM]
CCOC(=O)CN1C(=O)NC2NC(=O)NC21 (configuration not stated) | 7
CCN(C[C@@H]1[C@@H](c2ccccc2)[C@@H](CO)N1CC1CC1)C(=O)c1ccccn1 | -6[25 µM]
O=C(COC(=O)c1cccc(S(=O)(=O)Nc2ccc(F)cc2)c1)NCCN1C(=O)CSC1=O | 3
Cc1onc(C(=O)N2CCOCC2)c1[N+](=O)[O-] | 6
CC1CCN(C(=O)COc2coc(CN3CCc4ccccc43)cc2=O)CC1 | -4
O=C(Cn1cnc2c(nnn2Cc2ccc(F)cc2)c1=O)NCc1ccccc1 | 23
COc1cc2ccccc2cc1C(=O)OCC(=O)NC1CCS(=O)(=O)C1 (configuration not stated) | 11
Cc1noc(C)c1C(=O)N(C)C[C@@H]1OCc2ccccc2-c2c(n(C)c3ccccc23)C(=O)N([C@@H](C)CO)C[C@@H]1C | -8
CN1CCC(CC(C(=O)N2CCCC2)(c2ccccc2)c2ccccc2)C1 (configuration not stated) | -5
CC(C)CCn1c(Br)nc2c1c(=O)n(CC(N)=O)c(=O)n2C | -2
CN(C(=O)c1ccc2c(c1)CCO2)C(C)(C)C | -2
CN1Cc2ccccc2N(CC(=O)NCc2ccccc2)C1=O | 15
C[C@H]1CN([C@@H](C)CO)C(=O)c2cccc(NS(=O)(=O)c3ccc(F)cc3)c2O[C@H]1CN(C)C(=O)NC1CCCCC1 | 2[25 µM]
C[C@@H]1CN([C@H](C)CO)C(=O)c2cc(NC(=O)CCC(F)(F)F)ccc2O[C@H]1CN(C)Cc1ccc(Oc2ccccc2)cc1 | -4
Cc1ccc(S(=O)(=O)N(C)C)cc1NC(=O)COC(=O)c1ccc2c(c1)OCCO2 | 1
CN1CCN(C(=O)CNC(=O)c2cccs2)CC1 | 3
NC(=O)C1(N2CCCCC2)CCN(Cc2nc3ccccc3c(=O)[nH]2)CC1 | 14
CC1Cc2ccccc2N1S(=O)(=O)c1cccc2nsnc12 (configuration not stated) | 7
CCCC(=O)Nc1ccc2c(c1)OC[C@H](C)N(CC1CCOCC1)C[C@H](C)[C@@H](OC)CN(C)C2=O | 5[25 µM]
Cc1ccccc1NS(=O)(=O)c1ccc(C(=O)NCC(c2ccco2)N2CCCCC2)cc1 (configuration not stated) | 6
CC1CCCCC1NC(=O)CNC(=O)c1cccs1 (configuration not stated) | -12
COc1ccc(S(=O)(=O)N2CCCCC2)cc1NC(=O)c1c(F)cccc1Cl | -25
O=C(/C=C/NNC(=O)c1ccc(Cl)cc1)c1ccccc1 | -17
COc1cccc(NC(=O)N[C@@H]2C=C[C@@H](CC(=O)NCc3ccncn3)O[C@@H]2CO)c1 | 0[25 µM]
CCCCn1c(N)c(N(CCC(C)C)C(=O)COC(=O)c2ccc(CC)cc2)c(=O)[nH]c1=O | 2
O=c1[nH]c2cc(Cl)c(Cl)cc2[nH]c1=O | -12[25 µM]
OC(CCN1CCC2CCC(C2)C1)c1ccc(Br)cc1 (configuration not stated) | 9
COC(=O)CCNc1ccc2c(c1)OCCO2 | 50*
O=C(COc1ccc(Br)cc1Br)NC1CCCC1 | -63
COc1ccc(NC(=O)COC(=O)c2ccc(-n3cnnn3)cc2)c([N+](=O)[O-])c1 | 4
O=S(=O)(c1ccc(Br)s1)N1CCN(Cc2ccc3c(c2)OCO3)CC1 | 16
COc1ccc(OC)c2sc(NC(=O)C(C)C)nc12 | 15
CCCc1nnc(NC(=O)CCC(=O)N2CCN(C3CCCC3)CC2)s1 | 11
COC(=O)c1oc2ccc(OC)cc2c1N | 0
COCC(=O)N1CCCCN2[C@H](C1)[C@@H](c1ccc(C#Cc3cccnc3)cc1)[C@@H]2CO | -12[25 µM]
CNC(=O)NC(=O)C(C)OC(=O)c1cc2c(s1)CCCCC2 (configuration not stated) | 2
CCCCSc1nc(C)cc(SCC(=O)N/N=C/c2ccccc2)n1 | 1
Cc1ccc(-c2cnc(C3CC3)o2)cc1S(=O)(=O)Nc1ccccc1 | 9
CC(CNCc1ccc2c(c1)OCO2)NCc1ccc2c(c1)OCO2 (configuration not stated) | 29
CCOc1ccc(S(=O)(=O)NCC2(N3CCCCC3)CCCCC2)cc1 | 5
O=C(NCc1n[nH]c(=S)n1-c1ccccc1)c1ccc(S(=O)(=O)N2CCOCC2)cc1 | -6
Cc1cc(C(=O)N2CCN(C/C=C/c3ccccc3)CC2)no1 | 8
CC(=O)N(C)C[C@@H]1Oc2ccccc2CC(=O)N(C)C[C@@H]1C | 1
CCCn1c(C)cc(C(=O)COc2ccc(-c3nnco3)cc2)c1C | -42
O=C(C1CCCN(S(=O)(=O)Cc2ccccc2)C1)N1CCCCC1 (configuration not stated) | 6
NC(Cc1cccc2nsnc12)C(=O)O (configuration not stated) | -9
CN1CCN(c2ccc(NC(=O)N3CCc4ccccc43)cc2)CC1 | 73*
O=c1n(Cc2ccc(Cl)cc2)c2sc3c(c2c2ncnn12)CCCC3 | 22
COc1ccc(NC(=O)COC(=O)c2c3c(nc4ccccc24)CCCC3)cc1 | 8
Cc1ccc(S(=O)(=O)N(C)C[C@@H]2OCCCC[C@H](C)Oc3ccc(NC(=O)Nc4ccccc4)cc3C(=O)N([C@H](C)CO)C[C@H]2C)cc1 | -12
Cc1ccc(S(=O)(=O)N(C)C[C@H]2OCc3ccccc3-c3ccccc3C(=O)N([C@H](C)CO)C[C@H]2C)cc1 | 2
COc1ccc(S(=O)(=O)Nc2cccc3c2O[C@H](CN(C)C(=O)Nc2cccc4ccccc24)[C@@H](C)CN([C@@H](C)CO)C3=O)cc1 | -8[25 µM]
Cc1cccc(C(=O)OCC(=O)N2CCN(C(=O)c3ccco3)CC2)c1O | -11
O=C(c1ccco1)N1CCC(c2ccccc2)C1 (configuration not stated) | -126

More results follow.
Molecule | CD40 NFkB inh
Cc1ccc2c(CC(=O)NCc3ccco3)coc2c1C | -24
CC(=O)c1cccc(NC(=O)Nc2cnn(Cc3ccc(F)cc3)c2)c1 | -8
O=C(/C=C/c1cccc([N+](=O)[O-])c1)OCC(=O)N1CCCCC1 | -4
COc1ccc(/C=C/C(=O)OCC(=O)NC2CCCC(C)C2C)cc1S(=O)(=O)N1CCOCC1 (configuration not stated) | 4
CCN(CC)S(=O)(=O)c1cccc(-c2cn3cccnc3n2)c1 | 8
O=C(CCC(=O)N1CCOc2ccccc21)NCCCN1CCCCC1 | 5
COc1ccccc1NC(=O)Cc1noc(CSc2n[nH]c(N)n2)n1 | 0
CCCCNC(=O)C1c2ccccc2Oc2ccccc21 | 6
Cc1ccc(CNC(=O)C2CCN(S(=O)(=O)c3cccnc3)CC2)cc1 | 9
CC1(C)Oc2ccc(NC(=O)c3ccco3)cc2O1 | -82
N#Cc1cccc2cnccc12 | 8
CCNc1nc(NCC)n2c(SCC(=O)Nc3ccc(OC(F)F)cc3)nnc2n1 | 5
O=C(C[C@H]1C[C@@H]2c3cc(NC(=O)NC4CCCC4)ccc3O[C@@H]2[C@@H](CO)O1)NCc1ccccc1 | 5
CC1(C)CC2c3cccc(C(=O)O)c3C(=O)N2c2c1ccc1ccccc21 (configuration not stated) | 13
Fc1cccc(-c2ccc(C3[C@@H]4CN(Cc5cccnc5)C[C@H]3N4)cc2)c1 (some centres not stated) | 2&2
CC(C)OC(=O)c1cccc(C(=O)O)n1 | 13
COc1ccc(-n2c(SCC(N)=O)nnc2-c2ccc(NS(=O)(=O)c3ccc(C)cc3)cc2)cc1 | 8
O=S(=O)(c1ccc(F)cc1)N1[C@@H]2CNC[C@H]1C2c1ccc(-c2cccc(F)c2)cc1 (some centres not stated) | -12&-11
CC(C)CC1NC(=O)N(CC(=O)Nc2ccc3c(c2)CCC3)C1=O (configuration not stated) | 15
Cc1cc(C(=O)N(C2CCCCC2)C2CCCCC2)no1 | 1
CCOC(=O)C1CCN(Cc2ccc(O)c3ncccc23)CC1 | 103*
O=C(c1ccc2c(c1)OCCO2)N1CCN(c2ccccn2)CC1 | -21
COc1ccccc1-c1ccc([C@@H]2[C@H](CO)N3CCCCN(C(=O)NC4CCCC4)C[C@@H]23)cc1 | 7[25 µM]
COc1cccc(NC(=O)N(C)C[C@@H]2Oc3ncc(/C=C/c4ccccc4)cc3C(=O)N([C@@H](C)CO)C[C@H]2C)c1 | 11[25 µM]
CN1C[C@@H]2[C@H](c3ccccc31)[C@@H](CO)N2C(=O)C1CCCC1 | -49
COc1ccccc1NC(=S)N1CCC(C(=O)c2ccc(F)cc2)CC1 | 4
O=C(NCc1cccnc1)c1cc2nc(-c3ccc4c(c3)OCO4)cc(C(F)(F)F)n2n1 | -1
CCOC(=O)C1CCN(C(=O)CCNS(=O)(=O)c2ccc(C)cc2)CC1 | 3
CCSc1nc2c([nH]1)c(=O)n(C)c(=S)n2C | 0
O=C(Cn1c(=O)oc2cccnc21)Nc1ccccc1Oc1ccc(Cl)cc1Cl | -6
COc1ccc(NC(=O)C(CCSC)NC(N)=O)cc1Cl (configuration not stated) | 6
O=C(c1cccc(F)c1)N1C[C@@H]2[C@H](c3ccccc31)[C@H](CO)N2C(=O)C1CC1 | 2
CS(=O)(=O)N1[C@@H]2CN(CC(F)(F)F)C[C@H]1C2c1ccccc1 (some centres not stated) | -2&0
CCOC(=O)c1[nH]c(C)c(C(=O)OCC(=O)NCc2ccc(OC)cc2)c1C | 4
O=C(c1ccc(F)cc1)N(Cc1ccco1)C1CCS(=O)(=O)C1 (configuration not stated) | 13
Cn1ncc2c(Nc3cccc4ccccc34)ncnc21 | -6
COc1cccc(NC(=O)CN(C)CC(=O)Nc2ccc3c(c2)OCO3)c1 | -2
O=C(CCCN=C1NS(=O)(=O)c2ccccc21)Nc1ccc(Cl)cc1 | 10
CCCNC(=O)N(C)C[C@@H]1Oc2cc(C#C[C@H](C)O)ccc2S(=O)(=O)N([C@@H](C)CO)C[C@@H]1C | -9[25 µM]
COc1ccc(S(=O)(=O)N2CCN(c3ccccn3)CC2)cc1OC | -1
Cc1cc(C)cc(NCCC#N)c1 | 13
CC(C)CNC(=O)C(=O)NCC1CCCN1S(=O)(=O)c1cccs1 (configuration not stated) | 2
Cn1c(=O)n(C)c2cc(S(=O)(=O)NCC(=O)O)ccc21 | 18
O=[N+]([O-])c1cc(F)cc(F)c1Nc1ccc(F)cc1 | -4
O=C1C2C3C=CC(C3)C2C(=O)N1/N=C/c1cn(Cc2ccc(F)cc2)c2ccccc12 (configuration not stated) | -12

3 records drawn at random from those above:
Molecule | CD40 NFkB inh
O=C(c1ccc(F)cc1)N(Cc1ccco1)C1CCS(=O)(=O)C1 (configuration not stated) | 13
O=C1C2C3C=CC(C3)C2C(=O)N1/N=C/c1cn(Cc2ccc(F)cc2)c2ccccc12 (configuration not stated) | -12
Cn1c(=O)n(C)c2cc(S(=O)(=O)NCC(=O)O)ccc21 | 18
